Screens from PubChem BioAssay.
AID2073: inhibitors of Mint1-CaV2.2 protein interaction, biochemical, HTRF (AID 2073); HTRF protein-protein interaction, Mint1-CaV2.2; higher % means a stronger effect; inhibition, % at 20 µM; hits with a dose series show IC50 in µM; actives 0.19% (n = 290,000); in the data active means inhibition mostly above about 51%, no sharp cut-off; further: some results filed as inactive read as strong as hits
HEK293 NOD2/NF-kB: NOD2 signaling inhibitors, cell-based, luminescence, uHTS, HEK293 (AID 1566); HEK293 NOD2/NF-kB luciferase reporter, luminescence; higher % means a stronger effect; one-dose inhibition, % at 4 µM; EC50 in µM for titrated hits; actives 0.63% (n = 290,000); further: many of its hits are not listed in these tables
XIAP antagonists: XIAP antagonists, biochemical, IAP family, fluorescence polarization (AID 1018) | XIAP BIR domain, fluorescence polarization peptide displacement; higher % means a stronger effect | E3 ubiquitin-protein ligase XIAP (Homo sapiens) | actives 0.007% (n = 200,000) | one-dose displacement, % at 20 µM; IC50 in µM for titrated hits; in the data active means displacement above about 50%; further: a part of the inactive calls stands beside numbers as strong as those of hits
LYP phosphatase: inhibitors of LYP phosphatase, biochemical, fluorescence intensity, uHTS (AID 1779); Tyrosine-protein phosphatase non-receptor type 22 (Homo sapiens); one-dose inhibition, % at 11.5 µM; IC50 in µM for titrated hits; recombinant LYP phosphatase, fluorescence intensity; higher % means a stronger effect; actives 0.054% (n = 290,000);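 further: plate controls were vehicle with enzyme for no effect and no enzyme for full effect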
Lipid droplet: inhibitors of hepatocyte lipid droplet formation, primary screen, imaging, high-throughput imaging, BODIPY stain | inhibition, % at 6.5 µM | AID 1656, 2009 | actives 0.4% (n = 240,000) | AML12 mouse hepatocytes, oleate lipid droplets;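 active means lipid droplet intensity inhibited by at least 50%, with more than 500 cells counted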
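Assay system: AML12 mouse liver cells | Compound dosing: One dose, 6.5 µM compound | Read-out basis: Droplet intensity reduction, % inhibition | Measured by: Fluorescence imaging, 20x objective, two fields per well | Schedule: Overnight treatment with compound plus oleate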
SIAH1 antagonists: Siah-1 peptide-binding antagonists, primary screen, biochemical, fluorescence polarization, rhodamine-plectin, uHTS (AID 1817); Siah-1 / rhodamine-plectin peptide fluorescence polarization; higher % means a stronger effect; one-dose displacement, % at 20 µM; IC50 in µM for titrated hits; actives 0.02% (n = 290,000); E3 ubiquitin-protein ligase SIAH1 (Homo sapiens);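 active means displacement of at least 50% at 20 µM, with a fluorescence ratio check between 0.3 and a set limit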;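 further: plate controls were Siah plus tracer with DMSO for no effect and tracer alone without Siah for full effect; strong numbers were not always called active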
Dengue-2 NS5 capping: Dengue-2 NS5 methyltransferase inhibitors, primary screen, biochemical, confirmation dose response (AID 588689); Genome polyprotein (Dengue virus type 2 (strain 16681-PDK53)); Dengue-2 NS5 methyltransferase capping enzyme assay, biochemical; higher % means a stronger effect; one-dose inhibition, % at 25 µM; IC50 in µM for titrated hits; actives 0.3% (n = 340,000); in the data active means a potency from the dose series
HIV fusion peptide: inhibitors of HIV fusion peptide binding, primary screen, biochemical, uHTS, fluorescence dequenching (AID 1986); cell-free peptide binding, fluorescence dequenching, 30 min; higher % means a stronger effect; inhibition, % at 20 µM, or IC50 in µM where a hit was titrated; actives 0.3% (n = 290,000); in the data active means inhibition mostly above about 52%, no sharp cut-off; inactive means mostly below about 76%; further: some results filed as inactive read as strong as hits
Myeloid diff MLP: induction of myeloid progenitor differentiation, primary screen, cell-based, flow cytometry, MLPCN library. calls only at 10 µM. ER-HoxA9 myeloid progenitors, lysozyme-GFP differentiation. AID 624256, 2012. actives 1% (n = 360,000);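 active means normalized GFP-positive differentiation at or above the plate's own cutoff, the solvent-only control mean plus 3 SD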;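 further: cells exposed to compound for four days before flow analysis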
Lipid droplet cells 6.5 µM: second read-out of Lipid droplet, no call of its own (marks repeat the call); cell count; measured here: cell count, cytotoxicity flag;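 cells counted across two imaged fields per well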
Dengue-2 NS5 capping pilot replicate: further read-out of Dengue-2 NS5 capping, marked with its call; inhibition, %; measured here: pilot screen replicate inhibition
Myeloid diff MLP GFP+ MAC1+ %: recorded beside Myeloid diff MLP, whose call it bears; GFP+ MAC1+ double positive, %; measured here: differentiation confirmed by MAC1 staining
An asterisk follows results filed as active; i = inactive; · = no result given. Unless noted, no stated cut-off is given here; in the data, active means inhibition above about 50%; inactive means the rest. This is a subset; the hit share may differ from the screen's.

SMILES | AID2073 | HEK293 NOD2/NF-kB | XIAP antagonists | LYP phosphatase | Lipid droplet | Lipid droplet cells 6.5 µM | SIAH1 antagonists | Dengue-2 NS5 capping | HIV fusion peptide | Myeloid diff MLP | Myeloid diff MLP GFP+ MAC1+ % | others
Cc1ccccc1NS(=O)(=O)c1ccc(OCC(=O)N2CCCC2)cc1 | 2% | 5% | -6.7% | 1% | -3 | 614 | -6% | 0% | -0.3% | i | 1.0
CCn1ncc([N+](=O)[O-])c1C(=O)Nc1nc2cccc(C)c2s1 | 9% | 25% | -6.9% | 0% | -10 | 710 | 1% | -1% | 1.9% | i | 0.4
CCCCC(=O)Nc1nnc(SCC(=O)NC2CCCC2)s1 | -16% | 11% | -0.3% | -6% | · | · | 7% | -40% | 0.4% | i | 1.0
COc1ccc(CNC(=O)CN(C(=O)c2csnn2)c2ccc(C(C)=O)cc2)cc1 | -6% | 18% | · | -4% | 4 | 828 | -2% | -4% | 1.2% | i | 0.9
COc1ccc(/C=C(/NC(=O)c2ccccc2)C(=O)NC2CCS(=O)(=O)C2)cc1 (centres undefined) | 10% | 17% | -0.9% | -3% | 8 | 666 | 11% | 0% | 0.8% | i | 0.3
Cc1cccc(NC(=S)N2CCC(N(C)CC3CCCO3)CC2)c1C (centres undefined) | -18% | 13% | 0.2% | -2% | · | · | 2% | -5% | -2.7% | i | 6.9
COc1cc(-c2cc(N)n(S(=O)(=O)c3ccccc3)n2)cc(OC)c1OC | -8% | 6% | -8.5% | -2% | · | · | -2% | -1% | 0.3% | i | 2.2
c1cc2c3c(cccc3c1)NC1(CCC3(CC1)Nc1cccc4cccc(c14)N3)N2 | 41% | -18% | · | 6% | 51* | 762* | -10% | 26% | -1.7% | i | 1.6
Cn1c(-c2ccc(Br)o2)nc2ccccc21 | 12% | -103% | -1.9% | 1% | · | · | 2% | · | 3.6% | i | 1.4
Fc1cccc(F)c1-c1nc(-c2ccncc2)no1 | 8% | -32% | · | -5% | -6 | 831 | -1% | 1% | -0.6% | i | 1.0
C=CCn1c(=NC(=O)C2CC2)sc2cc(NC(C)=O)ccc21 | 4% | -13% | -7.9% | -13% | · | · | 3% | 1% | -3.9% | i | 0.9
CN1C(=O)c2ccc(NC(=O)c3c(F)c(F)c(F)c(F)c3F)cc2C1=O | 12% | 23% | -2.9% | 4% | -2 | 646 | 6% | 0% | -1.4% | i | 1.3
CC1(C(=O)O)COC(c2ccc([N+](=O)[O-])cc2)OC1 (centres undefined) | 13% | 3% | -2.1% | -4% | 14 | 795 | 3% | 2% | -2.1% | i | 1.2
CCOC(=O)N1CCC(NC(=O)C2CCCN(S(C)(=O)=O)C2)CC1 (centres undefined) | -8% | 0% | -0.4% | -11% | · | · | 2% | -5% | 0.5% | i | 9.2
COC(=O)c1cc(NC(=O)c2c(C)noc2C)ccc1N1CCOCC1 | 10% | -2% | · | -9% | 17 | 876 | 5% | -1% | -0.7% | · | ·
Cc1c(-c2ccccc2)[n+](=O)c(-c2ccc(Cl)cc2)c(C)n1[O-] | -5% | 5% | -0.8% | -6% | -10 | 701 | 18% | -6% | 1.8% | i | 0.5
CC(=O)Nc1ccc(C(=O)OCC(=O)NC2CCCCCCC2)cc1 | -6% | 0% | -5.2% | -8% | -4 | 634 | -4% | -12% | -1.7% | i | 0.4
CCNC(=O)/C(C#N)=C/c1c(N2CCCCCC2)nc2ccccn2c1=O | 13% | 9% | · | -4% | -11 | 824 | -2% | -9% | 1.0% | i | 0.5
CNC(=O)c1csc(Cc2c(Cl)sc3ccc(Cl)cc23)n1 | 4% | -30% | · | 4% | 6 | 628 | 2% | -6% | 1.2% | i | 0.9
Cc1ccc(C(=O)NC(=S)Nc2ccc(N3CCN(C(=O)c4ccco4)CC3)cc2)cc1 | 5% | 40% | · | 0% | 4 | 781 | 12% | 4% | -0.7% | i | 0.8
COc1cc(NC(=O)c2ccccc2C)c(OC)cc1NC(=O)CN1CCOCC1 | 18% | 5% | -8.0% | -4% | -1 | 713 | 1% | -1% | -1.5% | i | 0.1
COc1cccc(C(=O)/C=C/c2ccc(SC)cc2)c1 | -4% | -23% | -8.1% | -2% | · | · | 2% | -9% | 0.7% | i | 6.7
O=C1CN(S(=O)(=O)c2ccccc2)CCN1S(=O)(=O)c1ccccc1 | 3% | 6% | -8.6% | -3% | -2 | 644 | 1% | -9% | -0.4% | i | 0.7
O=C(Nc1ccc(N2CCCC2)cc1)c1cc(Br)ccc1Cl | 0% | -12% | · | -3% | 7 | 837 | -7% | -14% | -3.4% | i | 0.6
CC(=O)CC1=NC(C)(C)Cc2ccccc21 | 2% | -13% | -15% | 0% | 17 | 668 | -6% | -6% | -0.9% | i | 0.4
Cc1cc(/C=N/NC(=O)C(O)(c2ccccc2)c2ccccc2)c(C)n1-c1ccccc1 | -3% | -12% | 48% | 1% | -29 | 605 | -2% | -4% | 1.4% | i | 0.2
Cc1ccc(C)n1Cc1ccc(C(=O)O)cc1 | 19% | 18% | -3.6% | -12% | 9 | 742 | 2% | 23% | 42% | i | 0.7
O=C(N/N=C/c1ccccn1)c1cc(-c2ccc3ccccc3c2)n[nH]1 | 8% | 16% | 0.3% | 6% | 10 | 531 | -8% | 0% | -1.7% | i | 4.9
Cc1ccc(CCN2CC(C(=O)NC3CCCC3)CC2=O)cc1 (centres undefined) | -5% | -10% | 2.2% | 0% | · | · | -1% | 4% | 0.9% | i | 1.2
COc1ccc(CN(CCC(c2ccccc2)C2CCOC(C)(C)C2)C(C)=O)cc1 (centres undefined) | -3% | 8% | -3.0% | -3% | -20 | 671 | -8% | -6% | -0.6% | i | 0.7
CC(=O)c1c(C(C)=O)c(C)n(NC(=O)c2ccccc2O)c1C | -2% | 8% | -0.9% | -1% | · | · | 3% | -1% | 1.2% | i | 9.1
CCN1CCN(C(=O)c2cc(COc3ccc(F)cc3F)on2)[C@@H](C)C1=O | -1% | 25% | · | -10% | 0 | 713 | -1% | 3% | -0.3% | i | 1.2
Clc1ccccc1CSC1=NCCN1 | -1% | 18% | -1.3% | -7% | -21 | 664 | -2% | -1% | -0.2% | i | 0.3
Cc1cccc(C(=O)NNC(=O)c2ccccc2O)c1 | 12% | -8% | · | -18% | 0 | 853 | -1% | -8% | 3.3% | i | 0.2
CCSC1=NCCN1C(=O)c1ccc(S(=O)(=O)N(C)C)cc1 | -8% | -1% | -6.9% | -7% | 13 | 685 | 3% | -2% | 0.6% | i | 0.3
C/C(=N\O)c1ccc(N2C(=O)C3CC=C(Cl)CC3C2=O)cc1 (centres undefined) | -6% | 8% | -2.8% | -6% | 0 | 752 | 5% | -5% | -0.7% | i | 0.7 | Dengue-2 NS5 capping pilot replicate=-0.9
O=C(Cc1ccc2c(c1)CCCC2)Nc1ccccc1Br | -31% | 13% | -4.2% | -2% | · | · | 2% | -1% | -2.5% | i | 2.0
O=C(CCn1c(=O)oc2ccccc21)NCCN1CCOCC1 | 23% | -36% | · | -2% | 32 | 684 | -4% | 0% | -1.1% | i | 2.5
CCOc1ccc(C(C)(C)C)cc1S(=O)(=O)n1nc(C)cc1C | -1% | 4% | -4.4% | -2% | -39 | 672 | 0% | -1% | 0.3% | i | 0.4
O=C(CN1CCN(S(=O)(=O)c2ccc(Cl)s2)CC1)NCc1ccc(Cl)cc1 | -2% | 24% | -6.1% | -9% | 8 | 840 | 2% | -8% | 5.7% | i | 2.4 | Dengue-2 NS5 capping pilot replicate=-4.1
COc1ccccc1-n1cnc2cc(C(=O)N3CCOCC3)ccc21 | 6% | 0% | · | -9% | 8 | 714 | -3% | -4% | 0.1% | i | 5.2
COc1ccccc1CN(C)CC(=O)NC1CCCc2ccccc21 (centres undefined) | -6% | -5% | -4.1% | -5% | -29 | 684 | 5% | -7% | -1.4% | i | 0.1
CCCOc1ccc(-c2c(C(=O)N/N=C/c3ccccc3)nnn2-c2nonc2N)cc1 | -1% | -11% | · | 0% | 37 | 762 | 12% | -2% | 2.7% | i | 1.2
CCCNC(=O)c1nc(C)n(-c2cc(Cl)cc(Cl)c2)n1 | 32% | 9% | -1.6% | -8% | 1 | 721 | -4% | -5% | -0.7% | i | 0.0
Cc1ccc2c(c1)N(CC(=O)Nc1c(C)cccc1C)C(=O)c1cccnc1O2 | 0% | -2% | · | -8% | -4 | 743 | -4% | -3% | 1.1% | i | 1.1

Molecules listed so far containing an aryl methoxy group, in the order listed:
SMILES | AID2073 | HEK293 NOD2/NF-kB | XIAP antagonists | LYP phosphatase | Lipid droplet | Lipid droplet cells 6.5 µM | SIAH1 antagonists | Dengue-2 NS5 capping | HIV fusion peptide | Myeloid diff MLP | Myeloid diff MLP GFP+ MAC1+ % | others
COc1ccc(CNC(=O)CN(C(=O)c2csnn2)c2ccc(C(C)=O)cc2)cc1 | -6% | 18% | · | -4% | 4 | 828 | -2% | -4% | 1.2% | i | 0.9
COc1ccc(/C=C(/NC(=O)c2ccccc2)C(=O)NC2CCS(=O)(=O)C2)cc1 (centres undefined) | 10% | 17% | -0.9% | -3% | 8 | 666 | 11% | 0% | 0.8% | i | 0.3
COc1cc(-c2cc(N)n(S(=O)(=O)c3ccccc3)n2)cc(OC)c1OC | -8% | 6% | -8.5% | -2% | · | · | -2% | -1% | 0.3% | i | 2.2
COc1cc(NC(=O)c2ccccc2C)c(OC)cc1NC(=O)CN1CCOCC1 | 18% | 5% | -8.0% | -4% | -1 | 713 | 1% | -1% | -1.5% | i | 0.1
COc1cccc(C(=O)/C=C/c2ccc(SC)cc2)c1 | -4% | -23% | -8.1% | -2% | · | · | 2% | -9% | 0.7% | i | 6.7
COc1ccc(CN(CCC(c2ccccc2)C2CCOC(C)(C)C2)C(C)=O)cc1 (centres undefined) | -3% | 8% | -3.0% | -3% | -20 | 671 | -8% | -6% | -0.6% | i | 0.7
COc1ccccc1-n1cnc2cc(C(=O)N3CCOCC3)ccc21 | 6% | 0% | · | -9% | 8 | 714 | -3% | -4% | 0.1% | i | 5.2
COc1ccccc1CN(C)CC(=O)NC1CCCc2ccccc21 (centres undefined) | -6% | -5% | -4.1% | -5% | -29 | 684 | 5% | -7% | -1.4% | i | 0.1
